S3 lipid droplet = qHTS Assay for Lipid Storage Modulators in Drosophila S3 Cells. Potency in µM for hits, for the others lipid storage change, negative = inhibition, % at the top dose, mostly 46.1 µM. Drosophila S3 cells, BODIPY lipid droplet fluorescence, 18-24 h; cells fed with added oleic acid. AID 2685, 2010. hit rate 0.64% among 320,000; active = well fitted inhibition curve with a large enough effect in the signal ratio, with a control signal flat, not every such curve was filed as active; inconclusive = small, poorly fitted or top-dose-only effect, or effect the other way, or a change in a side signal; the % refers to the signal ratio
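Drosophila S3 cells loaded with oleic acid (400 uM, as added) and compounds at several concentrations; lipid droplets imaged by 488-nm laser-scanning cytometry, 500–530 nm intensity and object ratio to cell channel. Percent activity normalized to 20 uM Triacsin C.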
S3 lipid droplet cell count max = further read-out of S3 lipid droplet, marked with its call; cell number change, %; measured here: cell count max response;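 cells counted by Cell Tracker Red CMTPX staining in the red channel; peak over a dose series mostly up to 46.1 µM; percent activity relative to internal control wells on each plate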
The depositor's hits bear a star; i = inactive; ? = inconclusive; . = no result given; [ ] = remark or other dose. % is set by controls: 0 for no effect and ±100 for the full control effect; potency is the fitted concentration of half-maximal effect. A portion of the library; count on the stated rates, not on these rows.

SMILES	S3 lipid droplet	S3 lipid droplet cell count max
CC(=O)c1cccc(-n2nnnc2SCC(=O)NNC(=O)C(C)C)c1	?	.
COc1ccc(CN2CCN(Cc3cccn3-c3ncccn3)CC2CCO)c(C)c1C (configuration not stated)	0.8%	-2.5
CC(=O)c1c(C(C)=O)c(C)n(NC(=O)c2ccccc2O)c1C	?	.
CCN(CC)CCC(=O)NC(C)(C)Cc1ccc(O)cc1	-16.7%	-19.0
O=C(NC(Cc1c[nH]c2ccccc12)C(=O)NCc1ccc(F)cc1)OCc1ccccc1 (configuration not stated)	?	.
C=CCNc1nc(NC(C)(C)CO)nc(OCC)n1	i	-4.9
CCCCC(CC)CNC(=O)C(Cc1ccccc1)NS(=O)(=O)c1ccc2c(c1)CCC(=O)N2 (configuration not stated)	0.1%	9.4
Cc1ccc(C(c2nnnn2CCC(C)C)N2CCN(C)CC2)cc1 (configuration not stated)	?	.
Cc1cc(C)n2nc(SCC(=O)N(CC(C)C)c3c(N)n(CC(C)C)c(=O)[nH]c3=O)nc2n1	?	.
CCc1ccc(CN2CCN(C(=O)c3ccco3)CC2)cc1	?	.
CC(O)CNCCNCc1c(OCc2ccccc2)ccc2ccccc12 (configuration not stated)	?	.
CCN(CC)S(=O)(=O)c1cccc(NC2=NCCCCC2)c1	4.0%	14.6
CCCCN(C(=O)CSCc1c(C)noc1C)c1c(N)n(CCC)c(=O)[nH]c1=O	-4.5%	12.7
Cc1cc(NC(=O)c2ccc(C)c([N+](=O)[O-])c2)no1	-0.1%	0.5
COc1ccc(-c2nn(-c3ccccc3)cc2/C=C/C(=O)OCC(=O)Nc2ccccc2C#N)cc1	?	.
O=S(=O)(N/N=C/c1ccccc1F)c1ccccc1	?	.
Cc1cc(NC(=O)c2cccc(C)c2[N+](=O)[O-])no1	?	.
COc1ccc(-c2nc(CS(=O)CC(=O)NC3CCCCCC3)c(C)o2)cc1 (configuration not stated)	i	.
c1cc(C(c2nnnn2C2CCCC2)N2CCOCC2)ccn1 (configuration not stated)	i	.
COc1ccc(NC(=O)C(Br)C(C)C)cc1 (configuration not stated)	?	.
Cc1nn(C(=O)N2CCOCC2)c(C)c1C	0.2%	10.8
COc1cc(-c2cc3nc4ccccc4n3c(N)c2C#N)cc(OC)c1OC	-11.4%	-1.4
COc1cc(/C=N/Nc2nc3ccccc3s2)ccc1O	-5.9%	5.0
CCOC(=O)C1=C(COC(=O)c2ncc(Cl)c(Cl)c2Cl)NC(=O)NC1C (configuration not stated)	-8.5%	-19.2
Cc1ccccc1CN1C(=O)C(C)S/C1=N/N=C/c1ccco1 (configuration not stated)	?	.
COc1cc(N2CCCC2)c(OC)cc1/C=C(/C#N)c1ccc(Br)cc1	?	.
COc1cc(CNCCO)ccc1OCC(=O)Nc1ccc(Br)cc1	?	.
Cn1c(=O)c(C(=O)Nc2ccccc2S(N)(=O)=O)c(O)c2ccccc21	2.2%	-1.7
N#Cc1ccccc1Cn1c(-c2cscn2)nc2ccccc21	?	.
N#CCC(=O)Nc1ccc(C(=O)Nc2ccc3c(c2)OCO3)cc1	7.4%	-28.0
COc1nc(-c2ccccc2)nc(C)c1CC(=O)O	6.4%	10.5
OCCNCCCCSc1ccc(Cl)cc1	-18.0%	0.3
COCCN(C(=O)CSc1nnc(-c2cccc(F)c2)n1N)c1c(N)n(Cc2ccccc2)c(=O)[nH]c1=O	-19.0%	15.6
COc1cc(NS(=O)(=O)c2ccc(NC(=S)NC(=O)C3CCCC3)cc2)nc(OC)n1	?	.
CCC(=O)Nc1ccc(C(=O)n2ccc(C)n2)cc1	?	.
COCCCn1c(SCC(=O)OC2CCCCC2)nnc1-c1ccco1	?	.
COc1cc(-c2cc(C(=O)Nc3ccc(S(=O)(=O)NCc4ccco4)cc3)c3ccccc3n2)cc(OC)c1OC	-6.1%	6.0
C=CCSc1nnc(NC(=O)c2cn(CC)c3nc(C)ccc3c2=O)s1	i	9.5
CC(C)NS(=O)(=O)c1ccc(NC(=O)C2CCCCC2)cc1	-23.0%	14.4
COC(=O)c1[nH]c(C)c(/C(O)=C2\C(=O)C(=O)N(CCN(C)C)C2c2cc(OC)ccc2OC)c1C (configuration not stated)	21.4%	6.3
COc1ccc(CCNC(=O)c2nnn(CC(=O)Nc3ccccc3)c2N)cc1OC	-9.3%	-8.9
COc1ccccc1NS(=O)(=O)c1cc(NC(=O)c2ccncc2)ccc1N1CCCC1	21.6%	-18.1
CCn1c(Cc2cccs2)nnc1SCC(=O)Nc1ccc(OC)c(OC)c1	?	.
CC1(C)CCCN(C(=O)c2coc(=O)c(Br)c2)C1	-6.3%	0.1
C=CCNc1cnn(-c2ccccc2)c(=O)c1Cl	-3.0%	-0.8
C/C(CCc1oc2ccccc2c1-c1ccc(C)o1)=N/O	?	.
CN1CCCN(S(=O)(=O)c2cccc(Cl)c2Cl)CC1	?	.
Cc1c(N=Cc2cc(Br)cc(Br)c2O)cccc1C(=O)O	?	.
CNC(=O)c1ccccc1NC(=O)C1CC(=O)N(C(C)C)C1 (configuration not stated)	-2.6%	13.2
COc1cc(NC(=O)COc2ccccc2Cl)ccc1NC(=O)C(C)C	-14.4%	25.7
CC(C)(c1ccccc1)c1ccc(OCCCNCCO)cc1	?	.
CN1C(=S)SC(N(O)C(=O)NC2CCCCC2)C1(C)C (configuration not stated)	?	.
NS(=O)(=O)c1ccc(CCNC(=O)CSc2ccccc2)cc1	i	.
CN(C)CCNc1nc2c(c(=O)[nH]c(=O)n2C)n1CCCc1ccccc1	?	.
Cc1c(C(=O)N2CCC(Cc3ccccc3)CC2)cccc1[N+](=O)[O-]	-1.0%	16.2
COc1cc(S(=O)(=O)NC2CCCCC2C)ccc1Cl (configuration not stated)	?	.
NS(=O)(=O)c1ccc(NC(=O)c2ccc3c(c2)CCN3S(=O)(=O)c2ccccc2)cc1	?	.
COc1ccc(-c2nnn(CC(=O)N(CC(=O)NC3CCCC3)c3ccccc3F)n2)cc1OC	?	.
CN1C(=O)C2C3c4ccccc4C(c4ccccc43)[C@@H]2C1=O (some centres not stated)	2.5%	12.1
NNC(=O)CSc1cccc2cccnc12	25.4%	.
Next compounds follow:
SMILES	S3 lipid droplet	S3 lipid droplet cell count max
Cc1ccc(CNC(=O)C2CCN(S(=O)(=O)N3CCC4(CC3)OCCO4)CC2)cc1	3.0%	2.8
CCOC(=O)C1C(c2ccc(OC)c(OC)c2)c2c([nH][nH]c2=O)CC1(C)O (configuration not stated)	9.9%	-2.2
O=C(Cn1cnc2ccccc2c1=O)NCCC(=O)Nc1ccc2c(c1)OCO2	?	.
Cc1cccc2cc(/C=C/C(=O)c3ccco3)c(Cl)nc12	9.3%	-9.8
CC1CCCC(C)N1S(=O)(=O)c1ccc(NC(=O)c2ccccc2C(=O)N2CCOCC2)cc1 (configuration not stated)	14.0%	12.5
c1ccc(-n2nnnc2-n2cnc3ccccc32)cc1	?	.
CS(=O)(=O)Nc1ccc(-c2cn3c(n2)SCC3)cc1	9.8%	17.8
CN(CC(=O)Nc1ccc(F)cc1)C(=O)CCc1nc2sc3c(c2c(=O)[nH]1)CCCC3	-2.7%	-14.2
Cc1csc(=O)n1CC(=O)OCC(=O)Nc1cc([N+](=O)[O-])ccc1Cl	24.0%[0.0737 µM]	.
Cc1ccccc1NC(=O)C(C)OC(=O)c1ccccc1C(=O)N(C)c1ccccc1 (configuration not stated)	?	.
CCOc1ccc2nc(SCC(=O)NCc3ccc(S(N)(=O)=O)cc3)[nH]c2c1	i	-7.2
N/C(=N\NC(=O)c1ccccc1Cl)c1cc2ccccc2oc1=O	2.7%	.
c1ccc(-c2nc(N3CCCCCC3)c3ccccc3n2)nc1	?	.
O=C(NC1CC2CCCC(C1)N2C(=O)Nc1ccccc1)c1ccccc1 (configuration not stated)	?	.
COC(=O)c1ccccc1NC1c2ccccc2C(=O)N1c1cccnc1 (configuration not stated)	?	.
CSc1nsc(/C=C/Nc2ccc(C(=O)O)cc2)c1C#N	?	.
COc1ccc(C(C(N)=O)c2ncc(C(F)(F)F)cc2Cl)cc1OC (configuration not stated)	?	.
COc1ccc(OC/C(O)=C(\C#N)c2nc3ccccc3[nH]2)cc1	?	.
Cc1cc(OCC(=O)NCCN2CCOCC2)cc(C)c1Br	?	.
Cn1c(=O)c2c(nc(NCc3ccc4c(c3)OCO4)n2Cc2ccccc2F)n(C)c1=O	-28.0%	2.6

Part of the list above in another layout.
Cc1c(N=Cc2cc(Br)cc(Br)c2O)cccc1C(=O)O
  S3 lipid droplet = ?	S3 lipid droplet cell count max = .
CNC(=O)c1ccccc1NC(=O)C1CC(=O)N(C(C)C)C1 (configuration not stated)
  S3 lipid droplet = -2.6%	S3 lipid droplet cell count max = 13.2
COc1cc(NC(=O)COc2ccccc2Cl)ccc1NC(=O)C(C)C
  S3 lipid droplet = -14.4%	S3 lipid droplet cell count max = 25.7
CC(C)(c1ccccc1)c1ccc(OCCCNCCO)cc1
  S3 lipid droplet = ?	S3 lipid droplet cell count max = .

The listing continues.
SMILES	S3 lipid droplet	S3 lipid droplet cell count max
CC(=O)N1CCN(c2ccc(NC(=O)c3ccc(N4CCCC4)c([N+](=O)[O-])c3)cc2Cl)CC1	i	.
C/C(=N/Nc1nc(-c2ccc(Cl)cc2)cs1)c1cccs1	?	.
COCCNC(=O)Cn1nc(-c2ccc(Cl)cc2)c2ccccc2c1=O	6.0%	14.3
CCCCn1c(SCc2c(C)noc2C)nc2cc(S(N)(=O)=O)ccc21	?	.
CC(=O)N1CC(C)Oc2ccc(S(=O)(=O)NC(CC(=O)O)c3ccc(C)cc3C)cc21 (configuration not stated)	?	.
CCC(C)N(C(=O)COC(=O)c1cn(CC)c2nc(C)ccc2c1=O)C1CCS(=O)(=O)C1 (configuration not stated)	i	.
CCc1c(C)c(C#N)c2nc3ccccc3n2c1NC	-11.5%	.
Cc1ccc(C(=O)NCc2ccco2)cc1S(=O)(=O)Nc1cccc(Cl)c1	?	.
CCOc1c(Cl)cc(/C=N/NC(N)=S)cc1OC	-3.1%	-2.7
COc1ccc(NS(=O)(=O)c2ccc(Cl)c(N)c2)cc1Br	?	.
CCOc1ccccc1C1CC(=O)NC(SCC)=C1C#N (configuration not stated)	i	.
CCOC(=O)C1(Cc2cccc(Cl)c2)CCCN(C(=O)CCSC)C1 (configuration not stated)	?	.
CN(C)NC(=O)C(NC(=O)c1ccc(N)cc1)C12CC3CC(CC(C3)C1)C2 (configuration not stated)	-8.9%	-15.9
COC(=O)c1ncn(C2OC(COC(C)=O)C(OC(C)=O)C2OC(C)=O)n1 (configuration not stated)	?	.
Cc1ccccc1CN1CCN(CC(=O)NCc2ccccc2)CC1	?	.
COc1ccc(C(=O)NC2CC(C)(C)Cc3occc32)cc1 (configuration not stated)	-3.3%	-23.8
N/C(=N\OC(=O)CC1CCCCC1)c1ccc([N+](=O)[O-])cc1	?	.
COc1ccc(CN2CCNC(=O)C2CC(=O)N2CCCCO2)cc1OC (configuration not stated)	-2.9%	3.0
CCOc1ccc(NC(=O)C2CC(=O)N(C(C)C)C2)cc1 (configuration not stated)	?	.
C=CCOc1c(Br)cc(/C=C2/C(=O)ON=C2C)cc1OC	?	.
CCCOc1ccc(/C=C2/C(=O)ON=C2C)cc1OCC	?	.
O=C1CC(C(=O)Nc2ccccc2)C2(CCCC2)O1 (configuration not stated)	?	.
Cc1cccc(NC(=O)CSCC(=O)Nc2ccccc2N2CCCCC2)c1	?	.
Cc1ccc(C(=O)Nc2cccnc2N2CCN(C)CC2)cc1	?	.
N#Cc1cccnc1N1CCN(C(=O)COCC(=O)O)CC1	0.8%	26.6
Cc1ccccc1-n1c(SCC(=O)O)nc2sc3c(c2c1=O)CCCC3	3.4%	.
CCC1(C)Cc2c(C#N)c(N)sc(=S)c2CO1 (configuration not stated)	-12.5%	-18.7
Cc1cc(C(=O)NCCc2ccccc2)c2cc(F)ccc2n1	-5.9%	-14.6
COc1cc(/C=N\NC(=O)CNC(=O)c2cccc([N+](=O)[O-])c2)ccc1O	?	.
CCN=C1SC(C(=O)Nc2cccc(C)c2)CC(=O)N1CC (configuration not stated)	3.2%	-13.5
N#Cc1ccc(Oc2ccc(-c3nc4ccccc4nc3-c3ccccc3)cc2)cc1C#N	17.0%	4.1
O=C(Nc1c(F)cccc1F)c1cnc(N2CCN(c3ccccn3)CC2)c2ccccc12	?	.
CCn1c(SCC(=O)OC)nnc1-c1ccc(C)cc1	9.2%	5.0
COc1ccc(S(=O)(=O)N(CCN2CCOCC2)Cc2cc(OC)ccc2OC)cc1	?	.
O=C(Nc1ncc2c(n1)-c1ccccc1CC2)C1CC1	?	.
CCOc1ccc(CCNC(=O)C2CCN(c3nn4c(=O)cc(C)nc4s3)CC2)cc1	?	.
Cc1ccc(C(=O)NN2C(=O)C3C4c5ccccc5C(c5ccccc54)[C@@H]3C2=O)cc1 (some centres not stated)	-11.6%	-11.3

One compound at a time, as listed above. Screens in order: S3 lipid droplet | S3 lipid droplet cell count max
CC(O)CNCCNCc1c(OCc2ccccc2)ccc2ccccc12 (configuration not stated) is listed with ? | .
O=C(NC1CC2CCCC(C1)N2C(=O)Nc1ccccc1)c1ccccc1 (configuration not stated) is listed with ? | .
COc1ccc(CN2CCN(Cc3cccn3-c3ncccn3)CC2CCO)c(C)c1C (configuration not stated) is listed with 0.8% | -2.5

Screening results as filed in PubChem.
